Screening data as filed in PubChem.
aSyn yeast inh: qHTS of alpha-syn Inhibitors | Yeast expressing alpha-synuclein, growth rescue, BacTiter-Glo, 24 h | Potency, µM (titrated, usually from 46.1 µM), inactives show at the highest dose growth rescue (activation), actives largely listed as activators | actives 0.14% (n = 370,000) | AID 652106, 2013; further: potency means the concentration at half of the fitted maximal effect; % of control where 0% means no effect; nearly all actives have a fitted effect of over 65% in size
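Galactose-induced alpha-syn yeast (OD600=0.02, raffinose-pregrown) + pinned cpd, 24 hr, 30 deg C; growth by BacTiter-Glo luminescence. Growth restoration scores as activation.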
PTHR1 ag: qHTS for PTHR1 Agonists: Primary Screen. actives 0.075% (n = 410,000). Potency, µM (highest dose often 115 µM), for inactives: at the top dose activation, hits mostly activators. Parathyroid hormone/parathyroid hormone-related peptide receptor (Homo sapiens), Q03431. HEK293 GP2 PTHR1 cells, GloSensor cAMP luminescence, 1 h; further: potency means the concentration at half of the fitted maximal effect; nearly all actives have a fitted effect of over 55% in size; some results filed as inactive show a strong effect at the top dose; inactives centre near -15; many of its hits are not listed in these tables
Target sequence (Q03431 whole entry, looked up): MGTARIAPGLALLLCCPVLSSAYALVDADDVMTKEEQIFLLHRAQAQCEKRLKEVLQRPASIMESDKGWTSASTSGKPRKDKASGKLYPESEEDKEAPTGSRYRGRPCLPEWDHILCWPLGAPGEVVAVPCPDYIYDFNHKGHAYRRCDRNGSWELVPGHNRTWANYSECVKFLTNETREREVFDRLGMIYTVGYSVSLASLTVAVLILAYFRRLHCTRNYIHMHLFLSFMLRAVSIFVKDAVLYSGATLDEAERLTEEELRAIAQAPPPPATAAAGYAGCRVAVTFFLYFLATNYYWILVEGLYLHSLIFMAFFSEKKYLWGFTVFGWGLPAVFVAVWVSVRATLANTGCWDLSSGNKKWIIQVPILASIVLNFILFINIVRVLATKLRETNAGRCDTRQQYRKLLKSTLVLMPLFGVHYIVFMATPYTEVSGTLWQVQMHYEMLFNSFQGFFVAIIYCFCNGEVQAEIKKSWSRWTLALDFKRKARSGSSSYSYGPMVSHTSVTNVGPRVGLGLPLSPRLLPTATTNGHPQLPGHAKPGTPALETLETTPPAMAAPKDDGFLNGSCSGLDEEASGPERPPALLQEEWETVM
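HEK-293-derived GP2 cells expressing PTHR1 and a GloSensor cAMP reporter, 3,000/well, plated overnight, given luciferin plus IBMX (each 0.5 mM as added) for 1 h at 37 °C, then compound for 1 h at 37 °C. Luminescence was read after 15 min at room temperature.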
D3 ag: qHTS of D3 Dopamine Receptor Agonist: qHTS | D(3) dopamine receptor (Homo sapiens), P35462 | D3R DiscoveRx beta-arrestin cells, luminescence, 90 min | max activation, % | actives 0.58% (n = 410,000); in the data active means max activation above about 30%; further: 0% is about no effect; mostly tested at two doses, the higher about 12 µM
Target sequence (P35462 whole entry, looked up): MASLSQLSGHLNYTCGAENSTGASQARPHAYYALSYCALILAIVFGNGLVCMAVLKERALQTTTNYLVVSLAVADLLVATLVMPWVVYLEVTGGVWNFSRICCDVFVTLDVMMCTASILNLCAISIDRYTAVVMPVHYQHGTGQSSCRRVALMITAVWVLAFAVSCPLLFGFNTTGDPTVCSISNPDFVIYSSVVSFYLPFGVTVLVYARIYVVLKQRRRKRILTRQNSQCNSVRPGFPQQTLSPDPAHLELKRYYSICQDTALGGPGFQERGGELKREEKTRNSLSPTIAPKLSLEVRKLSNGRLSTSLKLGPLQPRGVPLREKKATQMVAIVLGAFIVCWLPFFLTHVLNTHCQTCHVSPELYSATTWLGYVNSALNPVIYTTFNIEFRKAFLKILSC
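Agonist-mode cell screen: cells plated at 1500/well and incubated overnight at 37 °C, then exposed to library compounds for 90 min at 37 °C. Detection reagent was added for 30–60 min at room temperature, and luminescence was read.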
GLP1R cytotox: qHTS of GLP-1 Receptor Inverse Agonists: Cytotox Screen | actives 0.13% (n = 410,000) | HEK293 cAMP-luciferase reporter cells, luminescence, 24 h | Potency, µM (titrated, usually from 38.3 µM), for inactives: at the top dose activity change, negative = inhibition, most hits filed as inhibitors | AID 624418, 2012;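 further: loss of luciferase light is scored as toxicity; potency means the concentration at half of the fitted maximal effect; on the % scale 0 is the no-effect control and ±100 the full control effect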
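Seeding density was 200 cells/uL; after overnight-length (12 h) culture, 23 nL compounds went on for 24 h at 37 °C. Readout used a luciferase detection reagent, luminescence taken after 12 min at room temperature.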
KB-V1 cytotox: qHTS assay for MDR1-selective chemotherapeutics: Primary screen using the drug-selected MDR subline cells KB-V1; KB-V1 MDR cells viability, CellTiter-Glo, 72 h; Potency, µM (highest dose often 46.1 µM), for inactives: at the highest dose activity change, negative = cytotoxicity, hits mostly cytotoxic; actives 3.4% (n = 400,000); AID 1347076, 2019; further: potency means the concentration at half of the fitted maximal effect; on the % scale 0 is the no-effect control and ±100 the full control effect; nearly all actives have a fitted effect of over 60% in size
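Compound-treated KB-V1 multidrug-resistant cells, 72 h, 37 degrees C; viability by CellTiter-Glo. Fitted qHTS curves give the values.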
GLP1R inv ag: qHTS of GLP-1 Receptor Inverse Agonists (Inhibition Mode); actives 1.6% (n = 410,000); Glucagon-like peptide 1 receptor (Homo sapiens), P43220; Potency, µM (top dose mostly 38.3 µM), inactives show top-dose activity change, negative = inhibition, hits mostly inhibitors; HEK293 GLP-1R CRE-luciferase, luminescence, 24 h; GLP-1R form is constitutively active; further: potency means the concentration at half of the fitted maximal effect; on the % scale 0 is the no-effect control and ±100 the full control effect; nearly all actives have a fitted effect of over 55% in size
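Cells are plated, allowed 12 hours at 37 deg C, then treated with compounds for 24 hr before luciferase detection reagent is added and luminescence is read after 12 min at room temperature. The HEK293 line carries constitutively active GLP-1R with a cAMP-responsive reporter.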
DRD3 antagonist: qHTS of D3 Dopamine Receptor Antagonist: qHTS; D(3) dopamine receptor (Homo sapiens), P35462; D3R cells, DiscoveRx beta-arrestin luminescence, antagonist mode; active compounds read low; max response, negative = inhibition, %; actives 2.5% (n = 360,000); AID 652054, 2013; in the data active means max response below about -50%; inconclusive means no clear call, values can overlap the other calls; further: on the % scale 0 is the no-effect control and ±100 the full control effect; mostly tested at two doses, the higher about 12 µM
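Cells expressing the human receptor were seeded at 1500 cells/well, incubated overnight at 37 degrees C in 5% CO2, then exposed to library compounds with dopamine controls for 90 minutes at 37 degrees C before luminescent detection.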
TDP43 rescue: qHTS of TDP-43 Inhibitors | actives 1.8% (n = 410,000) | TDP-43 expressing yeast growth rescue, BacTiter-Glo, 24 h | AID 652104, 2013 | Potency, µM (doses to about 46.1 µM), for inactives: at the top dose growth rescue (activation), hits mostly activators; further: potency means the concentration at half of the fitted maximal effect; % of control where 0% means no effect; nearly all actives have a fitted effect of over 50% in size
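Luminescence from BacTiter-Glo reports growth of TDP-43-expressing yeast after 24 hr at 30 deg C with compound. Cells were raffinose-pregrown to mid-log, then seeded in galactose medium at OD600=0.02.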
GLP1R ag: qHTS of GLP-1 Receptor Agonists. HEK293 GLP-1R CRE-luciferase, luminescence, 4-6 h; cells express a hypersensitive GLP-1R form. Potency, µM (titrated, usually from 45.6 µM), inactives show top-dose activation, hits mostly activators. actives 0.007% (n = 380,000). AID 624172, 2012; further: potency means the concentration at half of the fitted maximal effect; % of control where 0% means no effect
* = called active by the depositor; i = inactive; ? = inconclusive; / = not tested or not shown; & = joins results of further samples; [ ] = dose if it differs, or a comment. Unless noted, the call rests on the fitted dose curve; in most records, active means well fitted curve in the direction sought with a large enough effect; inconclusive means small, poorly fitted or top-dose-only effect, or another doubt; inactive means no such curve, though single readings can be large; an effect the other way counts as inactive or inconclusive. These rows are one share of the data; count on the stated rates, not on these rows.

molecule	aSyn yeast inh	PTHR1 ag	D3 ag	GLP1R cytotox	KB-V1 cytotox	GLP1R inv ag	DRD3 antagonist	TDP43 rescue	GLP1R ag
CCOC(=O)C1(CC)NC(c2ccc(N(C)C)cc2)C2C(=O)N(C)C(=O)C21 (stereo not given)	-3%	-13%	2	-9%	0%	-8%	-5	7%	4%
CC(C)c1csc(CN2CCC(CO)(Cc3ccccc3)CC2)n1	0%	-20%	-8	?	-2%	?	-22	-9%	20%
CCOC(=O)[C@H]1[C@H]2COc3cc(OC)ccc3[C@@H]2N2C(=O)CN(CCc3c[nH]c4ccccc34)C(=O)[C@@]12C	0%	-27%	0	9%	17%	-17%	17	5%	1%
O=C(N/N=C1/C(=O)c2cccc3cccc1c23)c1ccc(Cl)cc1	?	-33%[inhibitor]	3	?	?	?	-4	18µM*	-1%
CC(C)(C)Cc1c(-c2ccc(Cl)cc2)nc2ccc(Cl)cn12	-1%	-52%[inhibitor]	-7	0%	-23%	?	26	0%	-2%
C/C(=N\NC(=O)C1CCCN(S(=O)(=O)c2ccccc2)C1)c1cccnc1 (stereo not given)	4%	-8%[57.5 µM]	-3	-2%	-14%	-9%	19	-11%	1%
Cc1cc(C(F)(F)F)nn1CC(=O)N1CCCC1	-13%	?	-6	-11%	0%	15%	-10	-24%	-11%
CCCCC(CC)C(=O)Nc1ccc(S(=O)(=O)Nc2nccs2)cc1 (stereo not given)	-7%	-26%	-5	0%	-2%	-6%	-16	-13%	-1%
c1ccc(COC2CCCN(Cc3nc(-c4cnccn4)no3)C2)cc1 (stereo not given)	4%	i	10	-10%	0%	-25%	5	15%	-2%
Cc1ccc(CCNC(=O)C2CCN(S(=O)(=O)c3cccc4nsnc34)CC2)cc1	-4%	-6%	-2	-12%	-13%	-20%	-23	-31%[inhibitor]	-8%
O=C(O)c1cc(S(=O)(=O)NCC2COc3ccccc3O2)ccc1Cl (stereo not given)	-8%	i	-8	-3%	0%	-1%	-25	-10%	-1%
O=C1CC(c2ccc3c(c2)OCCO3)Oc2ccccc21 (stereo not given)	-7%	-17%	6	-5%	1%	?	-4	14µM*	2%
COc1ccc(S(=O)(=O)n2nc(C)c(S(=O)(=O)N3CCC(C)CC3)c2C)cc1C	/	i	9	-3%	?	9%	/	25%	-2%
Cc1c(N(C(=O)c2cnccn2)C2(C(=O)NC3CCCC3)CCCCC2)c(=O)n(-c2ccccc2)n1C	10%	i	3	-5%	9%	13%	6	16%	4%
CCOc1cc(S(=O)(=O)NCc2cccnc2)c(C)cc1C	5%	-18%	-4	2%	-14%	-8%	-1	2%	13%
Cc1cccc(OCC(=O)NC2CCCCCC2)c1C	-1%	-4%	-5	5%	-6%	12%	-2	-9%	-1%

One compound at a time, from the list above. Order of values: aSyn yeast inh | PTHR1 ag | D3 ag | GLP1R cytotox | KB-V1 cytotox | GLP1R inv ag | DRD3 antagonist | TDP43 rescue | GLP1R ag
Results for Cc1c(N(C(=O)c2cnccn2)C2(C(=O)NC3CCCC3)CCCCC2)c(=O)n(-c2ccccc2)n1C = 10% | i | 3 | -5% | 9% | 13% | 6 | 16% | 4%
Results for COc1ccc(S(=O)(=O)n2nc(C)c(S(=O)(=O)N3CCC(C)CC3)c2C)cc1C = / | i | 9 | -3% | ? | 9% | / | 25% | -2%

The list continues:
molecule	aSyn yeast inh	PTHR1 ag	D3 ag	GLP1R cytotox	KB-V1 cytotox	GLP1R inv ag	DRD3 antagonist	TDP43 rescue	GLP1R ag
O=S(=O)(c1cccs1)N1CCN(c2ncccn2)CC1	7%	i	12	5%	?	45%[activator]	15	-5%	-3%
CCCNC(=O)Cn1ncc2c3ccccc3n(CCC)c2c1=O	/	i	-12	-20%	-1%	5%	/	3%	/
COc1ccc(-c2cc(=O)[nH]c(N3CCN(Cc4ccccc4)CC3)n2)cc1	-6%	-24%	-16	19%	-5%	-3%	-12	-4%	6%
O=C(NC(=S)Nc1ccccc1Br)C1CC1	-10%	i	-6	?	?	?	-15	13µM*	7%
O=C(OCC(=O)N1CCC(Cc2ccccc2)CC1)c1ccccc1F	?	-33%	6	0%	-3%	-4%	10	21%	7%
CCn1c(SCC(=O)c2c(N)n(C3CC3)c(=O)[nH]c2=O)nnc1-c1ccoc1C	-1%	i	2	-20%	8%	3%	-2	-5%	3%
Cc1cc(S(=O)(=O)Nc2ccc(C(=O)NCCCN3CCOCC3)cc2)ccc1F	2%	i	-20	-2%	4%	6%	-13	-9%	2%
Nc1nc(SCC(=O)Nc2ccc3c(c2)CCC3)n[nH]1	1%	-12%	7	17%	?	51%	6	19%	2%
COc1ccc(NCc2nc3ccccc3n2CCOc2ccccc2C)cc1	/	-56%[inhibitor]	0	1%	?	?	/	?	/
C[C@@H]1CC=C[C@H]2[C@H]1C(=O)N(Cc1ccccc1)[C@H]2c1ccc(F)c(-c2ccc(N(C)C)cc2)c1	-1%	i	-27	19%	5%	?	-15	21%	16%
CCN(CC)S(=O)(=O)c1ccc(N2CCOCC2)c(NS(=O)(=O)c2ccc(Cl)s2)c1	-5%	-6%	2	0%	-3%	-26%	-1	-3%	-3%
CCOC(=O)N1CCC(NC(=O)C(Cc2ccccc2)NC(=O)c2ccco2)CC1 (stereo not given)	7%	-12%[57.5 µM]	0	-3%	-2%	5%	6	3%	-6%
CC(=O)c1ccc(S(=O)(=O)Nc2ccc(-n3c(C)nc4ccccc4c3=O)cc2)cc1	-6%	i	-24	-6%	5%	22%	0	-25%	5%
CCOc1ccc(NC(=O)CN(c2ccc(OC)cc2)S(=O)(=O)c2cccs2)cc1	8%[1.84 µM]	-48%	4	2%	10%	1%	-7	5%	5%
Cc1ccc(CNC(=O)C2CCN(S(=O)(=O)N3CCC4(CC3)OCCO4)CC2)cc1	-5%	-28%	-11	7%	-25%	-7%	0	-19%	1%
Cc1noc(C)c1C(=O)OCC(=O)/C=C1/N(C)c2ccccc2C1(C)C	0%	-15%	11	-3%	0%	6%	16	-7%	5%
O=C(/C=C/c1ccco1)NC(=S)Nc1nc(-c2ccc3ccccc3c2)cs1	-1%	-8%	5	8%	5.2µM*	?	-17	-11%	0%
O=C(Nc1cccc2ccccc12)c1ccc(Cn2cc(Cl)cn2)cc1	20%	-4%	0	-1%	?	?	-30	17%	3%
CCOC(=O)c1cc(-c2ccccc2)n(CCC(=O)Nc2cc(OCC)ccc2OCC)c1C	/	i	-6	0%	14%	?	/	25%	/
CCN1CCN(c2ncc(C(=O)Nc3ccccc3C(=O)OC)c3ccccc23)CC1	10%	-13%[57.5 µM]	-5	?	?	?	-25	-4%	20%
CC(CC(=O)Nc1ccccc1)n1ccnc1 (stereo not given)	0%	-95%[inhibitor]	-6	-14%	13%	4%	-13	-7%	-2%
C=CCN1C(=O)C(C)(C)N(C(C)=O)c2ccccc21	-3%	i	-6	4%	6%	-1%	-18	-6%	-3%
CCCn1c2ccccc2c2cnn(CC(=O)NCCN(CC)CC)c(=O)c21	0%	i	-30&-26	1%&2%	0%	?	-16	-17%&12%	14%
CCOC(=O)c1c(C)[nH]c(C)c1S(=O)(=O)N(C)CC(=O)N1CCN(c2ccc(OC)cc2)CC1	-1%	-7%	2	8%	18%	4%	7	6%	3%
COc1cccc(N=c2oc3c(C)ncc(CO)c3cc2C(N)=O)c1	6%	-14%[57.5 µM]	-1	-18%	-24%	16%	-11	3%	10%
CCOc1ccc(/C=N/NC(=S)Nc2c(C)cccc2C)cc1	-4%	i	-6	?	0%	?	-2	0%	3%
COc1ccccc1C#CC1=CC(=O)C[C@H](c2ccc(F)cc2)C1	3%	-21%	-7	-19%	-26%	?	-26	2%	9%
COc1ccccc1CCC(=O)N(C)CC(=O)Nc1ccc(Cl)c(C(F)(F)F)c1	-1%	-95%[inhibitor]	-7	?	?	?	-4	16%	-19%
COC1=C/C(=C/c2c(N)n3nc(CC(=O)N4CCOCC4)sc3nc2=O)C=CC1=O	-6%	-19%	-4	32%[activator]	-10%	7%	-14	-11%	-3%
CCOc1cc(N2CCOCC2)c(OCC)cc1NCC(=O)N1CCN(Cc2ccccc2)CC1	-5%	-19%	7	-8%	15%	-21%	-2	7%	?
COc1ccccc1-c1c(C)nn2c(N3CCN(c4ccccc4OC)CC3)cc(C)nc12	0%	i	-5	-1%	-2%	-12%	52	3%	7%
CCn1nc(NC(=O)c2ccccn2)c2cc3cc(C)ccc3nc21	1%	-14%	2	142%[activator]	-15%	26%	12	3%	7%
Cc1cc(C)c(N(C(=O)Cn2nnc3ccccc32)C(C(=O)NC(C)(C)C)c2ccsc2)c(C)c1 (stereo not given)	1%	i	-11	-26%	?	?	-10	-11%	5%
COC(=O)c1ccc(NC(=O)CC2C(=O)N(c3cccc(F)c3)C(=O)N2CC(C)C)cc1 (stereo not given)	/	i	-18	-17%	-40%	-27%	/	-15%	0%
Cc1ccc(NC(=O)c2ccc(Br)cc2)c(C(=O)c2ccccc2)c1	/	-29%	-4	8%	/	-3%	/	12%	/
Cc1nn(-c2ccccc2)c(Cl)c1C(=O)OC(C)C(=O)Nc1ccc2c(c1)OCO2 (stereo not given)	-3%	-22%	0	11%	1%	?	19	-9%	4%
CS(=O)(=O)N(CC(=O)N1CCc2ccccc2C1)c1ccccc1F	1%	i	-8	-1%	-8%	-2%	8	17%	-1%
